GLP-1R agonist = GLP-1 receptor (human) agonism. HEK293 GLP-1R CRE-luciferase, luminescence, 4-6 h; cells express a hypersensitive GLP-1R form. hit rate 0.007% among 380,000. P43220. Potency, µM (series often up to 45.6 µM), inactives show at the top dose activation, usual class: activators; note: potency is the fitted concentration of half-maximal effect; % of control where 0% means no effect
PTHR1 agonist = PTHR1 (human) receptor agonism; Q03431; HEK293 GP2 PTHR1 cells, GloSensor cAMP luminescence, 1 h; Potency, µM (highest dose often 115 µM), for the others: top-dose activation, most hits filed as activators; hit rate 0.075% among 410,000; AID 743266; note: potency is the fitted concentration of half-maximal effect; nearly all actives have a fitted effect of over 55% in size; some results filed as inactive show a strong effect at the top dose; inactives centre near -15; many of its hits are not listed in these tables
Target sequence (Q03431 whole entry, looked up): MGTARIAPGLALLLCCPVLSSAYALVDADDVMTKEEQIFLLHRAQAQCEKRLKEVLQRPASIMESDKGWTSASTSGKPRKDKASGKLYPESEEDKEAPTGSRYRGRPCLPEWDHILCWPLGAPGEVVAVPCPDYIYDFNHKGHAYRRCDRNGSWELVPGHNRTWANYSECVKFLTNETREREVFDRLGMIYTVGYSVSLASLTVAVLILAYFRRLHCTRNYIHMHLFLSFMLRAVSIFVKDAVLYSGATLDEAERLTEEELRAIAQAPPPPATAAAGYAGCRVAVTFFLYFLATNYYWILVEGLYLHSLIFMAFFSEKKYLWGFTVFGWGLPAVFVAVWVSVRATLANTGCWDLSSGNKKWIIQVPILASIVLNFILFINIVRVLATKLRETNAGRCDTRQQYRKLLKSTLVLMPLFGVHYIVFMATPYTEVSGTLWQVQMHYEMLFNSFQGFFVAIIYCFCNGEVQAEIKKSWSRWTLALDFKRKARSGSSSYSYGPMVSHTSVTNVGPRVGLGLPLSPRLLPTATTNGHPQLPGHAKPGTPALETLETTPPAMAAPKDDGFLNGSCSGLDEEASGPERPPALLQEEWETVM
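HEK-293-derived GP2 cells expressing PTHR1 and a GloSensor cAMP reporter, 3,000/well, plated overnight, given luciferin plus IBMX (each 0.5 mM as added) for 1 h at 37 °C, then compound for 1 h at 37 °C. Luminescence was read after 15 min at room temperature.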
D3 antag = D3 dopamine receptor (human) antagonism; P35462; D3R cells, DiscoveRx beta-arrestin luminescence, antagonist mode; hits give low values; max response, negative = inhibition, %; hit rate 2.5% among 360,000; in the data active = max response below about -50%; inconclusive = no clear call, values can overlap the other calls; note: % is set by controls: 0 for no effect and ±100 for the full control effect; mostly tested at two doses, the higher about 12 µM
Target sequence (P35462 whole entry, looked up): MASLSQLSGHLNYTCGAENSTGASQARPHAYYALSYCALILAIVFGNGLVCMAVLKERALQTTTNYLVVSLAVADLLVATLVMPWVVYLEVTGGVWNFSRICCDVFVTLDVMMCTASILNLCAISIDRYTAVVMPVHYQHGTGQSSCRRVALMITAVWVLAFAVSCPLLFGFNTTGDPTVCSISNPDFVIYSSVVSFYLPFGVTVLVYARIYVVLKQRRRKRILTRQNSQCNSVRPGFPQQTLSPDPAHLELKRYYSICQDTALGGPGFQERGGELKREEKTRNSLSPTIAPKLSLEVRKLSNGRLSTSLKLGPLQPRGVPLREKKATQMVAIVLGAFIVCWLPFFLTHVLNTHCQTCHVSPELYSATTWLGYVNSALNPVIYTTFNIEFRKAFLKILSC
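Cells plated overnight at 1500 cells/well, then exposed to library compounds with dopamine controls for 90 minutes at 37 degrees C. DiscoveRx reagent added for 30–60 minutes at room temperature; luminescence read, quantitative HTS format.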
Abeta rescue = A-beta toxicity reversal in yeast; Potency, µM (highest dose often 46.1 µM), for the others: at the top dose growth rescue, usual class: activators; hit rate 0.063% among 410,000; yeast expressing A-beta42, growth rescue, OD600, 48 h; response scale: 0% DMSO, 100% iron-clioquinol control; note: potency is the fitted concentration of half-maximal effect; nearly all actives have a fitted effect of over 55% in size
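Growth rescue measured by 600 nm absorbance after 48 h yeast culture at 30 C with compound. Values normalized between DMSO and an equimolar ferric chloride plus clioquinol control.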
aSyn rescue = inhibitors of alpha-synuclein toxicity in yeast; Yeast expressing alpha-synuclein, growth rescue, BacTiter-Glo, 24 h; Potency, µM (titrated, usually from 46.1 µM), without a hit: at the top dose growth rescue (activation), usual class: activators; hit rate 0.14% among 370,000; note: potency is the fitted concentration of half-maximal effect; % of control where 0% means no effect; nearly all actives have a fitted effect of over 65% in size
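Rescue of yeast growth: cells expressing toxic alpha-synuclein, induced in galactose at OD600 0.02, incubated with compound 24 h at 30 C. ATP luminescence quantified growth; inhibitors of toxicity appear as activators.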
Akt phos inh = blocks phosphorylation of Akt; Neuro2A IGF-stimulated pAkt S473 HTRF, 20 min; hits give low values; activity change, % for hits at 50 µM; hit rate 0.32% among 360,000; in the data active = activity change below about -80%; inconclusive = mostly about -51% to -80%; note: % is set by controls: 0 for no effect and ±100 for the full control effect
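Single-point screen (50 µM final compound) in Neuro2A cells stimulated 20 min with 6 nM IGF at 37 deg C. After lysis, Ser473-phosphorylated Akt read by HTRF (ex 330 nm, em 615/665 nm) as the 665/615 ratio.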
TDP43 rescue = rescues yeast growth from TDP-43 toxicity. TDP-43 expressing yeast growth rescue, BacTiter-Glo, 24 h. Potency, µM (highest dose often 46.1 µM), inactives show top-dose growth rescue (activation), most hits filed as activators. hit rate 1.8% among 410,000. AID 652104; note: potency is the fitted concentration of half-maximal effect; % of control where 0% means no effect; nearly all actives have a fitted effect of over 50% in size
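In this qHTS, compounds that restore growth of yeast expressing TDP-43 appear as activators. Cells (OD600=0.02, galactose medium, raffinose-pregrown) are incubated with compound 24 hr at 30 deg C and growth is quantified by BacTiter-Glo.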
GLP-1R inv ag = acts as inverse agonist at human GLP-1 receptor. Potency, µM (top dose mostly 38.3 µM), for inactives: at the top dose activity change, negative = inhibition, hits mostly inhibitors. P43220. AID 624417. HEK293 GLP-1R CRE-luciferase, luminescence, 24 h; GLP-1R form is constitutively active. hit rate 1.6% among 410,000; note: potency is the fitted concentration of half-maximal effect; % is set by controls: 0 for no effect and ±100 for the full control effect; nearly all actives have a fitted effect of over 55% in size
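Using stably transfected HEK293 (constitutively active GLP-1R, cAMP-luciferase reporter), compounds were incubated 24 hr and luciferase measured by luminescence.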
FUS yeast rescue = suppressors of FUS proteinopathy in yeast; Potency, µM (titrated, usually from 76.6 µM), for inactives: top-dose growth rescue (activation), actives largely listed as activators; hit rate 0.24% among 390,000; S. cerevisiae FUS-expressing, growth rescue, OD600, 24 h;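 note: potency is the fitted concentration of half-maximal effect; plate controls were DMSO vehicle for no effect and reference control for full effect; nearly all actives have a fitted effect of over 55% in size; some results filed as inactive show a strong effect at the top dose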
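Toxicity suppression screen in FUS-yeast. Cells induced with 2% galactose, starting OD 0.005, treated 24hr at 30C with compounds at multiple final concentrations; growth by OD600.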
Numbers without * were called inactive; i = inactive; u = inconclusive; x = not tested or not shown; & = joins results of further samples; [ ] = remark or other dose. Unless noted, calls come from the whole dose curve; as a rule, active = well fitted curve in the direction sought with a large enough effect; inconclusive = small, poorly fitted or top-dose-only effect, or another doubt; inactive = no such curve, though single readings can be large; an effect the other way counts as inactive or inconclusive. This is a subset; rates above refer to the full screens.

Second line of a record – GLP-1R agonist	PTHR1 agonist	D3 antag	Abeta rescue	aSyn rescue	Akt phos inh	TDP43 rescue	GLP-1R inv ag	FUS yeast rescue
- COC(=O)c1[nH]c2ccc(C)cc2c1NC(=O)c1ccccc1[N+](=O)[O-]
→ -12.2%	i	-21.4	7.7%	u	i	15.0%	11.5%	x
- CC(=O)NC1C(=O)N=C(SCc2ccccc2)NC1=O (configuration not stated)
→ -5.9%	-5.3%[57.5 µM]	18.4	5.8%	1.2%	i	-13.6%	2.3%	6.4%
- O=C(CSc1nc(O)c(C2CCCCC2)c(=O)[nH]1)NCC1CCCO1 (configuration not stated)
→ 2.7%	i	-11.9	6.7%	7.4%	i	4.4%	0.4%	9.7%
- O=C(NC(=O)c1ccccc1)OCC1CCCN2CCCCC12 (configuration not stated)
→ -5.1%	-12.8%	-1.5	7.6%	2.2%	i	19.9%	-9.5%	-12.6%
- O=C(Oc1cccc(NC(=O)c2cccs2)c1)c1cccc(S(=O)(=O)N2CCCC2)c1
→ -6.2%	-23.4%	-2.8	4.7%	12.6%	i	11.7%	12.6%	24.2%
- CC(=O)N1N=C(c2ccc(Br)cc2)OC1(C)CC(=O)Nc1ccccc1 (configuration not stated)
→ -1.2%	-7.8%	-13.8	9.5%	27.8%	i	14.4%	u	x
- O=C(CCc1ccccc1)Nc1cc2c(cc1C(=O)O)OCCCO2
→ -1.5%	i	8.4	3.0%	-3.1%	i	-16.3%	1.9%	12.2%
- Cc1nc2ccc(S(=O)(=O)NCC(=O)N3CCC(C)CC3)cc2s1
→ 1.8%	i	-8.1	-22.8%	-3.4%	i	-16.8%	u	u
- CC(NC(=O)CN(C)S(=O)(=O)c1ccc2c(c1)c(=O)n(C)c(=O)n2C)c1ccccc1 (configuration not stated)
→ -1.4%&0.9%	-16.7%	1.8	-11.5%&7.5%	10.5%	x	2.1%&17.1%	-14.3%&4.4%	-11.2%&-9.7%
- Cc1cc(Br)cc2c1NC(=O)C2(c1c(C)n(C)n(-c2ccccc2)c1=O)c1c(C)n(C)n(-c2ccccc2)c1=O
→ -0.5%	-24.4%	3.8	9.4%	9.9%	i	2.7%	0.7%	28.4%
- COc1ccc(NC(=O)c2ccc(NC(=O)CCS(=O)(=O)c3cccs3)cc2)cc1
→ 7.5%	-12.2%&-8.1%	3.8	-1.0%&-14.1%	3.2%	i	-17.8%&19.2%	7.4%&-23.6%	15.2%&6.1%
- O=C(Nc1nnc(-c2ccccc2SCc2ccccc2)s1)Nc1ccccc1F
→ -11.1%	i	-9.7	-15.8%	0.2%	i	-5.1%	3.3%	34.9%
- CC(NC(=O)c1cccnc1)C(c1cccs1)N1CCN(C)CC1 (configuration not stated)
→ 6.0%	-16.9%	23.8	-2.8%	-0.2%	i	6.1%	9.7%	10.8%
- O=C(c1ccc(O)cc1)c1ccc(C(=O)c2ccc(O)cc2)cc1
→ -1.5%	-47.2%[inhibitor]	13.6	21.6%	-2.1%	i	-20.2%	-52.9%	x
- CCOc1ccc(N2CC(NC(=O)CCc3ccccc3)CC2=O)cc1 (configuration not stated)
→ x	i	x	-3.7%	x	x	16.7%	8.0%	2.5%

Brought forward from above: 2 entries, followed by the next part.
Second line of a record – GLP-1R agonist	PTHR1 agonist	D3 antag	Abeta rescue	aSyn rescue	Akt phos inh	TDP43 rescue	GLP-1R inv ag	FUS yeast rescue
- O=C(c1ccc(O)cc1)c1ccc(C(=O)c2ccc(O)cc2)cc1
→ -1.5%	-47.2%[inhibitor]	13.6	21.6%	-2.1%	i	-20.2%	-52.9%	x
- CCOc1ccc(N2CC(NC(=O)CCc3ccccc3)CC2=O)cc1 (configuration not stated)
→ x	i	x	-3.7%	x	x	16.7%	8.0%	2.5%
- CC1=C(C)CC(C(=O)NCCc2ccc(F)cc2)C(C(=O)O)C1 (configuration not stated)
→ 0.2%	-12.0%	-11.8	9.3%	-2.2%	i	x	3.0%	18.6%
- CSc1ncccc1C(=O)NCC(=O)Nc1ccc(F)c(F)c1
→ -0.1%	-11.3%	-3.6	9.4%	-0.7%	i	23.6%	8.7%	x
- COc1ccc(Cl)cc1NC(=O)c1cc(C)nn1-c1ccccc1
→ x	i	x	-20.5%	x	x	u	u	26.2%
- CCOC(=O)N1CCN(CC(O)COc2cc(C)cc(C)c2)CC1 (configuration not stated)
→ -4.5%	4.4%	-2.6	-1.8%	-5.0%	i	-15.5%	u	19.3%
- CNc1nc2cccnc2s1
→ -7.1%	i	20.2	6.1%	-3.3%	i	6.8%	3.7%	-6.7%
- N#C/C(=C(/O)COC(=O)Cc1c[nH]c2ccccc12)c1nc2ccccc2[nH]1
→ 0.9%	-48.3%[inhibitor]	0.0	u	-0.5%	i	-0.1%	-13.7%	35.5µM*
- O=C(c1ccc2c(c1)OCO2)N1CCCC1
→ -6.9%	i	5.5	4.3%	0.9%	i	-29.0%	4.0%	10µM*
- O=C(OCCOc1ccc(Br)cc1)c1ccc(Cl)nc1
→ -3.5%	-0.9%	9.3	0.1%	5.8%	i	15.6%	34.8%[activator]	-28.3%
- COc1ccc2ccccc2c1-c1csc(N)n1
→ 6.3%	-1.0%	-0.7	-0.9%	-3.6%	i	7.5%	7.4%	-19.2%
- O=C(CSc1ccccc1)NC1=NCCS1
→ 2.7%	-37.0%[inhibitor]	-3.8	9.3%	-0.8%	i	-2.4%	73.6%[activator]	-19.0%
- CCC[C@H]1CN(c2ccc(OC)cc2)C(=O)[C@@H]1CC(=O)Nc1ccccc1
→ 0.8%	-23.3%	18.1	2.8%	6.9%	i	13.2%	-3.7%	5.5%
- COc1ccc(-c2cc(=O)oc3c(C)c(OC(C)C(=O)NCc4ccccn4)ccc23)cc1 (configuration not stated)
→ 13.0%	-19.5%	-16.0	1.3%	-2.1%	i	u	33.3%[activator]	8.8%
- Cc1cc(Br)ccc1S(=O)(=O)NCc1ccccc1
→ 12.8%	i	0.6	-1.6%	16.8%	i	27.4%	u	8.0%
- Cc1ccc(-c2cn3c(n2)CCCC3)cc1
→ 0.3%	i	1.2	4.5%	-1.7%	i	0.5%	u	9.3%
- Cc1nc2sccn2c(=O)c1S(=O)(=O)Nc1ccc(N2CCN(C)CC2)cc1
→ -0.5%	-13.6%	-8.8	-9.2%&-14.0%	0.2%	i	15.5%&1.3%	10.0%&39.5%	-21.8%&-16.3%
- CN(Cc1ccccc1F)C(=O)c1ccccc1Sc1ccccc1C#N
→ 16.6%	-15.4%	8.1	-4.4%	6.0%	i	u	u	15.6%
- Cc1nn(-c2ccccc2)c(C)c1C(=O)OCC(=O)N(C)c1c(N)n(Cc2ccccc2)c(=O)[nH]c1=O
→ -3.3%	i	-5.0	14.4%	0.1%	i	15.1%	5.2%	14.7%
- CCC(=O)N1CCc2cc(Br)cc(S(=O)(=O)N3CCCC(C(=O)Nc4cccc(Cl)c4C)C3)c21 (configuration not stated)
→ 0.5%	-14.8%	x	-10.0%	x	x	-12.3%	4.1%	-13.5%
- O=C(NCCCn1ccnc1)/C(=C\c1cccs1)NC(=O)c1ccccc1
→ -10.4%	i	1.2	-0.8%	-2.3%	i	3.5%	-1.2%	x
- CCc1ccc(Oc2c(C(F)(F)F)oc3c(CN4CCCC(C)C4)c(O)ccc3c2=O)cc1 (configuration not stated)
→ x	-26.2%	x	13.0%	x	x	u	-3.2%	2.4%
- COc1ccc(C(=O)NCc2nnc(SCC(=O)Nc3ccc(F)cc3)n2-c2ccccc2)cc1
→ 0.7%	3.9%	x	-3.6%	x	x	-1.7%	-23.5%	16.1%
- O=C1CN(C(=O)COC(=O)Cc2ccsc2)c2ccccc2N1
→ 0.8%	-1.4%[57.5 µM]	-6.9	4.9%	-1.6%	i	2.8%	1.2%	14.6%
- Cc1cc(C)nc(NS(=O)(=O)c2ccc(NC(=O)COc3ccc(C(C)(C)C)cc3)cc2)n1
→ x	i	x	-7.5%	x	x	0.0%	-6.0%	28.2µM*
- Cc1ccc2occ(-c3cc(-c4ccccc4)nc4c3COc3ccccc3-4)c(=O)c2c1
→ 0.5%	-24.4%	x	-1.7%	x	x	18.7%	4.1%	5.5%
- CCCC(=O)N1CCN(c2ccc(NC(=O)c3ccc(Br)o3)cc2)CC1
→ -2.0%	13.6%[57.5 µM]	-15.2	13.7%	-2.7%	i	1.0%	5.2%	2.8%
- COc1ccc2cc(-c3nc4ccccc4n3C)c(=O)oc2c1
→ -2.2%	-2.0%[57.5 µM]	6.2	-3.1%	2.0%	i	-1.9%	5.2%	27.8%
- N#Cc1ccc(OCC(=O)NCCN2CCOCC2)cc1
→ -20.4%	-17.0%	-7.9	8.3%	-2.4%	i	18.1%	20.1%	x
- CCC(=O)N(Cc1cc(=O)[nH]c2ccccc12)c1ccc(C)cc1C
→ 11.4%	-5.8%	3.1	1.3%	-2.0%	i	7.3%	21.1%	11.4%
- CCOCCOc1cc(NCc2ccccc2)c2ncn(C(C)C)c2c1
→ 7.3%	-92.4%[inhibitor]	u	8.1%	-10.5%	i	5.9%	u	34.2%
- CCOC(=O)c1cc2c(c(-c3ccccc3)n1)[C@H](CCO)N(S(=O)(=O)C(C)(C)C)C2
→ -3.8%	i	0.0	-3.0%	10.3%	i	-8.1%	19.5%	-5.1%
- Cc1cc(C)cc(NS(=O)(=O)c2ccc3[nH]c(=O)ccc3c2)c1
→ 13.8%	-12.2%	0.8	6.2%	-0.8%	i	6.7%	1.6%	16.2%
- S=c1[nH]nc(C2CCCCC2)n1/N=C/c1ccccc1Br
→ 20.2%	-3.2%	-7.0	32.1%	-14.0%	i	u	-16.0%	-3.8%

High-throughput results from PubChem.
